hIAP block: human IAP inhibition; P09923; purified IAP, CDP-Star luminescence, 30 min; inhibition, % at 10 µM; 330,000 tested, 0.12% active; AID 2544;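 active means inhibition reaching a set limit with compound at 10 µM in the primary screen, cut at about 35% in these data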;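 further: plate controls were DMSO wells with enzyme for no effect and no-enzyme buffer wells for full effect; values of inactives mirror those of a sister screen read the other way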
APOBEC3A inh: human APOBEC3A DNA deaminase inhibition; P31941; recombinant A3A, FAM/TAMRA ssDNA deamination fluorescence; inhibition, % at 20 µM; 330,000 tested, 0.41% active;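 active means at least 40% inhibition at 20 µM here, with at most 30% in a related deaminase screen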;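 further: plate controls were A3A with DMSO for no effect and wells lacking A3A enzyme for full effect; some results filed as inactive read as strong as hits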
Target sequence (P31941 whole entry, looked up): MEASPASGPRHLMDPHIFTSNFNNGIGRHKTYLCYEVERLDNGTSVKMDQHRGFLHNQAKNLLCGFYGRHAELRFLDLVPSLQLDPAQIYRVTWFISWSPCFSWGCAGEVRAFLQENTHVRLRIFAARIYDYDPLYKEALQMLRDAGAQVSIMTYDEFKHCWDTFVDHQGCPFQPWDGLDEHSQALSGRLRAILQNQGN
mIAP activ: mouse IAP activation; muIAP, CDP-Star luminescence, 30 min; active compounds read high; 1 = vehicle-only enzyme signal, 0 = enzyme-free wells; activation factor at 10 µM; 330,000 tested, 0.24% active; AID 2805;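 active means activation factor of at least 2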; further: the source names both 10 and 20 µM as test concentration; values of inactives mirror those of a sister screen read the other way
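System: Mouse IAP enzyme | Also added: CDP-Star substrate | Dosing: Compounds dispensed in DMSO | Schedule: 30 min enzyme-substrate-compound incubation at room temperature | Technique: Chemiluminescence readout | Control set: DMSO-only wells and no-enzyme negative control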
HKDC1 inhibitor: HKDC1 (human) hexokinase inhibition. recombinant HKDC1, G6PDH/diaphorase resazurin coupled fluorescence. 340,000 tested, 0.16% active. inhibition, % at 20 µM;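 active means inhibition above about 35% when tested at 20 µM, limit read from the data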;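 further: plate controls were DMSO wells with enzyme for no effect and DMSO wells lacking enzyme for full effect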
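Test system: HK5 enzyme. Quantity: 5 µg/mL HK5 final. Reagent: glucose and ATP substrates. Schedule: 90 min reaction incubation at room temperature, dark. Technique: resazurin-to-resorufin fluorescence via G6PDH and diaphorase coupling, 525/613 nm. Control set: DMSO wells with and without enzyme mix.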
ATG4B inh: inhibitors of human ATG4B cysteine protease; AID 504462; Q9Y4P1; inhibition, % at 8.33 µM; ATG4B cleavage of LC3-PLA2, NBD-HPC fluorescence, 1 h; 340,000 tested, 0.51% active; in the data active means inhibition above about 40%
Target sequence (Q9Y4P1 whole entry, looked up): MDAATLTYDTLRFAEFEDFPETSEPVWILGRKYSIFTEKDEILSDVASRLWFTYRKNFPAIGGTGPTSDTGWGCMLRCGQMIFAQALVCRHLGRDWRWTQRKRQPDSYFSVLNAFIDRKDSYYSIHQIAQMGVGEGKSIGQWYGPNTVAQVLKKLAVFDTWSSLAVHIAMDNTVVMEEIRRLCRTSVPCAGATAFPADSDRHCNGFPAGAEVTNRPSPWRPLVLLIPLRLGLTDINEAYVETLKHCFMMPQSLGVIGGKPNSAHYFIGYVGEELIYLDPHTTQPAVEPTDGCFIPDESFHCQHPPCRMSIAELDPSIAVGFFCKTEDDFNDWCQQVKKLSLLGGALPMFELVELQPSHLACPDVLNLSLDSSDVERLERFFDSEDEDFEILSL
mIAP block: blocks mouse intestinal alkaline phosphatase. purified mouse IAP, CDP-Star luminescence, 30 min. 330,000 tested, 0.2% active. inhibition, % at 10 µM;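 active means inhibition of at least 40% at 10 µM in the primary screen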;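 further: plate controls were DMSO with enzyme for no effect and no enzyme wells for full effect; values of inactives mirror those of a sister screen read the other way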
PfGluPho inh: PfG6PD (Plasmodium falciparum) enzyme inhibition; PfGluPho enzyme, NADPH resazurin-diaphorase fluorescence; inhibition, % at 20 µM; 350,000 tested, 0.78% active; AID 504690;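 active means inhibition reaching at least a set limit at 20 µM in the primary screen, cut at about 59% in these data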;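 further: 0% = DMSO wells with substrate and 100% = DMSO wells lacking glucose-6-phosphate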
hIAP act: human IAP activation. P09923. purified human IAP, CDP-Star luminescence, 30 min; active compounds read high; 1 = vehicle-only enzyme, 0 = enzyme-free background. activation factor at 10 µM. 330,000 tested, 0.16% active;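 active means activation factor of the enzyme at least 2-fold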; further: the source names both 10 and 20 µM as test concentration; values of inactives mirror those of a sister screen read the other way
* marks the source's active call; other numbers are inactive results; . = not tested or not shown.

Sample of the layout (3 entries):
SMILES	hIAP block	APOBEC3A inh	mIAP activ	HKDC1 inhibitor	ATG4B inh	mIAP block	PfGluPho inh	hIAP act
CCCC1COC(Cn2cncn2)(c2ccc(C)cc2)O1 (stereo not given)	24	6	1.1	-9	2	-8	4	0.76
O=C1CC2(CCN(C(=O)c3ccccc3Cl)CC2)Oc2ccccc21	3	-4	0.95	-3	-16	5	-7	0.97
O=C(Nc1ccccc1)NC1(C(=O)NCc2ccco2)CCCCC1	-1	4	1.1	-7	-2	-14	-7	1

The list itself, from the first entry:
SMILES	hIAP block	APOBEC3A inh	mIAP activ	HKDC1 inhibitor	ATG4B inh	mIAP block	PfGluPho inh	hIAP act
CCCC1COC(Cn2cncn2)(c2ccc(C)cc2)O1 (stereo not given)	24	6	1.1	-9	2	-8	4	0.76
O=C1CC2(CCN(C(=O)c3ccccc3Cl)CC2)Oc2ccccc21	3	-4	0.95	-3	-16	5	-7	0.97
O=C(Nc1ccccc1)NC1(C(=O)NCc2ccco2)CCCCC1	-1	4	1.1	-7	-2	-14	-7	1
COc1ccc(S(=O)(=O)NCCSCc2ccco2)cc1	-12	-4	0.99	-4	1	1	5	1.1
N#Cc1ccccc1COC(=O)c1ccc2c(c1)OCO2	-5	1	0.91	2	8	9	-31	1
C=CCN1C(=O)C(O)=C(C(C)=O)C1c1ccccc1F (stereo not given)	7	2	0.89	-3	-8	11	25	0.93
COc1ccccc1NC(=O)COC(=O)/C=C/c1ccc2c(c1)OCO2	-13	0	1	-7	7	-2	14	1.1
CCCn1c(=N)c(S(=O)(=O)c2ccc(F)cc2)cc2c(=O)n3cccc(C)c3nc21	-21	-1	0.89	-1	7	11	-13	1.2
NS(=O)(=O)c1ccc(NC(=O)CSc2ccccc2)cc1	2	0	0.97	0	-8	3	-2	0.98
CC(=O)c1ccc(NC(=O)CSc2nnc3ccc(-c4ccccn4)nn23)cc1	-5	1	0.99	-6	5	1	-12	1.1
O=C1[C@H]2CC3CCC2(O3)[C@@H]2OCCCN12 (stereo not given in full)	-5	-2	0.94	-7	1	6	-16	1
COC(=O)c1sccc1NC(=S)Nc1ccc(F)cc1F	4	-1	0.95	5	-2	5	-12	0.96
COC(=O)c1cccc(CSC(=S)N2CCCC2)c1	1	-2	0.99	-5	5	1	-11	0.99
O=C(COC(=O)C1=NN(c2ccccc2)C(=O)CC1)NCc1ccccc1Cl	6	-5	1	-4	3	-3	9	0.94
CCOC(=O)c1c(/N=C/C2=C(O)CCCC2=O)sc(C)c1C	-10	0	1	5	35	0	-11	1.1
CC1=NN(c2ccccc2)C(=O)C1N=Nc1cccc(O)c1 (stereo not given)	21	-5	0.94	7	-1	6	3	0.79
CC(=O)Nc1ccc(C2=NNC(=Nc3ccc(S(=O)(=O)N4CCOCC4)cc3)SC2)cc1	-1	0	0.9	-339	-11	10	54	1
CC1Cc2ccccc2N1c1ncnc2c1nnn2Cc1ccccc1Cl (stereo not given)	13	0	0.94	-5	8	6	-10	0.87
CC1CCCCC1NC(=O)CN(C)S(=O)(=O)c1cccc2cccnc12 (stereo not given)	-5	-1	0.98	-8	3	2	4	1
CCOC(=O)c1ccc(CNC(=O)c2n[nH]c(=O)c3ccccc23)o1	5	1	0.96	2	-8	4	-1	0.95
CCCCSCCCNC(=O)CCCN1C(=O)c2ccccc2Sc2ncccc21	0	-2	1	-4	3	0	1	1
Cc1ccc(NC(=S)N2CCC(NC(=O)c3ccccc3)CC2)cc1	9	0	0.97	-6	-4	3	6	0.91
CN1CCN(S(=O)(=O)c2ccc(N3CCN(S(=O)(=O)c4cccs4)CC3)nc2)CC1	-3	-3	1	-1	-8	0	2	1
Cc1cccc(NC(=O)c2snc3c(=O)[nH]cnc23)c1	7	-1	0.98	.	.	2	.	0.93
O=C(N/N=C/c1ccccc1F)C(=O)N1CCCCCC1	-4	-3	0.97	-2	1	3	9	1
COc1ccc(-c2noc(CCCC(=O)NC3CCCC3)n2)cc1OC	-16	-2	1	-6	-9	-3	6	1.2
CCOC(=O)c1cc(C)sc1NC(=O)CSC1=NCCS1	13	2	0.99	4	7	1	-15	0.87
O=C(Nc1ccc(-c2noc(-c3cccs3)n2)cc1)c1cccnc1	-50	-1	1	-1	-8	-4	11	1.5
COc1ccccc1NC(=O)C1=C(C)Nc2nc(CCCO)nn2C1c1cccnc1 (stereo not given)	-7	1	1.2	-3	-5	-22	-14	1.1
COCc1cc(C)nc2sc(C(=O)Nc3ccccc3F)c(N)c12	-18	-6	1.1	3	-1	-10	14	1.2
CCC(=O)c1ccc(OCC(=O)OCC(=O)c2cc(C)n(CC3CCCO3)c2C)cc1 (stereo not given)	-6	-4	1	-1	-8	0	3	1.1
O=c1c2ccccc2nc(-c2ccccc2)n1CCCN1CCOCC1	10	1	1	-2	2	-4	-27	0.9
Cc1ccc(S(=O)(=O)/N=C(\CN2CCOCC2)N2CCCC2)cc1	16	-5	1.1	3	-4	-6	-15	0.84
COc1ccc(-c2oc3ccc(-c4ccc5c(c4)OCO5)cc3c2C#CC2(O)CCCCC2)cc1	-1	-10	1	0	0	-4	13	1
O=C(Nc1ccccc1)Nc1snnc1C(=O)Nc1cccc(O)c1	14	0	0.99	-3	1	0	-6	0.86
Cc1ccc(Cn2c(=N)c(C(=O)NC3CCCC3)cc3c(=O)n4ccccc4nc32)cc1	11	-5	0.96	4	-3	4	44	0.89
Cc1ccc(S(=O)(=O)CCC(=O)OCC(=O)NCc2ccc(Cl)cc2)cc1	2	1	0.95	-8	1	5	-13	0.98
COc1ccccc1OCC(=O)NCC1CCCN(C(=O)c2ccccc2SC)C1 (stereo not given)	-28	-8	0.98	-5	-7	2	19	1.3
CC(CCc1ccccc1)NC(=O)c1ccc(NC(=O)c2cccc(Br)c2)cc1 (stereo not given)	4	-3	0.96	-9	-5	4	-2	0.96
CN(C(=O)CC1C(=O)NCCN1Cc1cccc(F)c1F)C1CC(C)(C)NC(C)(C)C1 (stereo not given)	-39	4	1	-4	-3	0	6	1.4
COc1cc(OC)cc(C(=O)NC2CCSc3ccccc32)c1 (stereo not given)	-9	1	1.1	-7	-3	-6	2	1.1
CCCCc1c(O)nc(SCC(=O)NC(C)(C)C)n(-c2ccccc2C)c1=O	-6	-2	0.58	-1	1	42*	-25	1.1
Cn1c(SCC(=O)NCc2ccco2)nnc1-c1ccc(S(=O)(=O)N2CCOCC2)cc1	6	8	1	-10	-5	-1	3	0.94
CC(C)NCCCCOc1ccc(Br)cc1Cl	-5	-3	0.99	8	5	0	-13	1.1
CCN(CC)S(=O)(=O)c1ccc(C)c(NC(=O)COc2ccc(Cl)cc2Br)c1	-5	5	1	-11	1	-4	8	1.1
N=c1c(C(=O)NCc2ccc(F)cc2)cc2c(=O)n3ccccc3nc2n1Cc1cccnc1	8	2	0.88	-2	-3	12	7	0.92
CCOc1ccc(N2C(=O)C3C4C=CC(CC4)C3C2=O)c([N+](=O)[O-])c1 (stereo not given)	-2	3	0.98	-1	7	2	14	1
CCC(=O)Nc1ccc(C(=O)COC(=O)c2nc3nccc(C)n3n2)cc1	7	59	0.87	6	6	13	8	0.93
CCOc1cc(O)c(-c2[nH]ncc2-c2nc(C)cs2)cc1CC	-73	-5	1.1	1	-4	-6	58	1.7
O=C(c1ccccc1)N1CCCCC(Sc2nnc3ccccn23)C1=O (stereo not given)	-6	-1	1.2	13	1	-21	-7	1.1

(list continues)
SMILES	hIAP block	APOBEC3A inh	mIAP activ	HKDC1 inhibitor	ATG4B inh	mIAP block	PfGluPho inh	hIAP act
CC1(C)Cc2c(sc3c2c(N)nc(=S)n3Cc2ccccc2)CO1	-4	-3	0.97	.	.	3	.	1
CCOc1ccccc1NC(=S)NCCc1ccccc1	1	-7	1.1	6	6	-7	-4	0.99
CCOC(=O)Cc1csc(NC(=O)CSc2nnc(C(C)C)n2C)n1	0	-2	1	-4	-10	-1	-2	1
CC1CCN(C(=S)NC(=O)C2CCCCC2)CC1	-60	-5	1	-10	11	-1	-20	1.6
CCC(=O)Nc1cc(-c2nn(C)c(=O)c3ccccc23)ccc1N1CCOCC1	3	2	0.96	0	5	4	11	0.97
Cc1cc(C(=O)COC(=O)c2ccc(O)cc2)c(C)n1CC1CCCO1 (stereo not given)	-1	0	1	-2	-7	-5	-24	1
CC(C)(CN1CCCC1)NC(=O)C1CCC(=O)N(CCCN2CCOCC2)C1 (stereo not given)	34	-1	0.98	-5	7	2	8	0.66
Cc1ccccc1-c1ccc(C=Nc2c(C)n(C)n(-c3ccccc3)c2=O)o1	3	-2	0.94	1	-11	6	25	0.97
Cn1cc(CNC(=O)COc2ccc(Cl)cc2Cl)cn1	5	-3	1.1	2	-14	-10	0	0.95
COCCNC(=O)Nc1ccc(F)cc1	-3	-1	1.1	-5	-6	-8	-10	1
CN(Cc1ccccc1)C(=O)c1[nH]cnc1C(=O)Nc1cccc(Cl)c1	-37	-6	0.91	-1	-8	9	3	1.4
O=C(/C=C/c1ccco1)N(c1ccccn1)c1ccccn1	-5	95	0.55	7	-2	45*	30	1.1
CCOC(=O)N/N=C/c1cn(Cc2ccc(Cl)cc2)c2ccccc12	-8	1	1.1	-5	14	-7	-13	1.1
CCOC(=O)c1nnn(-c2nonc2OC)c1-c1ccccc1	4	-3	1	-9	6	0	0	0.96
Cn1c(=O)c2c(nc(NN=C3CCCC3)n2C)n(C)c1=O	0	-6	0.96	-2	-7	4	7	1
Cc1ccc(NC(=O)CSCc2n[nH]c(=O)[nH]2)c(Br)c1	-5	-1	0.91	-14	-4	9	3	1
Cn1nnnc1SCc1nc2ccccc2s1	-20	-1	1.1	-10	4	-9	0	1.2
O=c1cc(O)nc[nH]1	3	1	0.96	1	11	4	-19	0.97
O=C1CC(N2CCN(c3ccccc3)CC2)C(=O)N1Cc1ccc(Cl)cc1 (stereo not given)	11	4	0.97	8	-6	3	-9	0.89
O=C(NN=C1CCN(Cc2ccccc2)CC1)c1ccccc1	-10	0	0.99	-6	0	1	-6	1.1
O=C(NCCN1CCOCC1)Nc1ccc(Cl)cc1Cl	8	7	1	9	17	-4	-4	0.92
Cc1nn(-c2ccccc2)c(C)c1/C=N/NC(=O)CSc1nc2ccccc2c(=O)n1-c1ccccc1	10	1	1.1	-2	45*	-10	-8	0.9
COc1ccc(C(=O)n2nc(-c3ccco3)nc2N)cc1	12	2	0.9	1	-5	10	12	0.88
COc1ccccc1OC(C)C(=O)N1CC(=O)Nc2ccccc21 (stereo not given)	7	-1	1	-6	-8	-2	-7	0.93
O=C(CCCCCCC(=O)c1ccccc1)c1ccccc1	10	-3	1	-2	-1	0	-15	0.9
c1ccn2cc(C34CC5CC(CC(C5)C3)C4)nc2c1	12	-3	1	1	22	0	5	0.88
COc1ccc(C2=[N+]([O-])C(C)(C)N(O)C2(C)C)cc1	4	-1	0.98	2	-10	2	9	0.96
CC1=CC2=NC(=O)/C(=C\c3cccn3CCOc3ccc(C)c(C)c3)C(=N)N2O1	11	1	0.9	-4	0	10	-1	0.89
O=C(Nc1ccc(Cl)cc1C(=O)Nc1ccccn1)c1ccco1	-9	-4	0.98	4	-3	2	5	1.1

In another format: results already given
| Structure | hIAP block | APOBEC3A inh | mIAP activ | HKDC1 inhibitor | ATG4B inh | mIAP block | PfGluPho inh | hIAP act |
| --- | --- | --- | --- | --- | --- | --- | --- | --- |
| O=C(NCCN1CCOCC1)Nc1ccc(Cl)cc1Cl | 8 | 7 | 1 | 9 | 17 | -4 | -4 | 0.92 |
| Cc1nn(-c2ccccc2)c(C)c1/C=N/NC(=O)CSc1nc2ccccc2c(=O)n1-c1ccccc1 | 10 | 1 | 1.1 | -2 | 45* | -10 | -8 | 0.9 |
| COc1ccc(C(=O)n2nc(-c3ccco3)nc2N)cc1 | 12 | 2 | 0.9 | 1 | -5 | 10 | 12 | 0.88 |
| COc1ccccc1OC(C)C(=O)N1CC(=O)Nc2ccccc21 (stereo not given) | 7 | -1 | 1 | -6 | -8 | -2 | -7 | 0.93 |
